RBX1-CUL1 inh – blocks human RBX1-Cullin-1 di-ubiquitin formation | P62877+Q13616 | in vitro K48 di-Ub FRET, acceptor:donor ratio, 45 min | inhibition, % at 10 µM | 0.6% of 140,000 active; in the data active = inhibition above about 25%
Target sequence (P62877 whole entry, looked up): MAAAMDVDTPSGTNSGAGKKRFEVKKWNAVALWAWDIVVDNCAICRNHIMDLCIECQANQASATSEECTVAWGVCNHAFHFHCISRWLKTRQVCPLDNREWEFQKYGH
Target sequence (Q13616 whole entry, looked up): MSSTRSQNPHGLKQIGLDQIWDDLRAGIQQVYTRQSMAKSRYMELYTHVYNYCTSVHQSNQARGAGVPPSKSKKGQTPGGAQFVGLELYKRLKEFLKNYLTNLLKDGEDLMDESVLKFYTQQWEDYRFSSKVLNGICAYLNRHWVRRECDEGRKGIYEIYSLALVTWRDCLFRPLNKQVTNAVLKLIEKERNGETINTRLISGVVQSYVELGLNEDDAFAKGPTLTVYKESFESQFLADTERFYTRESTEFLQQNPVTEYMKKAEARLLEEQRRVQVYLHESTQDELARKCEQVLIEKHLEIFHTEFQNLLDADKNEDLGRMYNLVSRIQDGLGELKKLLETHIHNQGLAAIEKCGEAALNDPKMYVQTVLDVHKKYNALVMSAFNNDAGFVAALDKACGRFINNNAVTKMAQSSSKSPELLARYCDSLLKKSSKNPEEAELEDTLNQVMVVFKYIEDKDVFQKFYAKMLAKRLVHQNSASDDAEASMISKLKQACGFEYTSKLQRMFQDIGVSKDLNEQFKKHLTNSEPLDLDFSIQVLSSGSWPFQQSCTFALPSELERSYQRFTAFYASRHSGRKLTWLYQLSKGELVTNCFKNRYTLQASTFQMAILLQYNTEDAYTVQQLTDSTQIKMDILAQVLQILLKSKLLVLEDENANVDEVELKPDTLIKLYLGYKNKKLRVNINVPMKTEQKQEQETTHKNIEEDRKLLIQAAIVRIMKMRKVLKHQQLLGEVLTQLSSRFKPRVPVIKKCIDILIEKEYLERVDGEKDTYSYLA
* hit, by the source's call. Not all compounds are listed, so the mix of outcomes need not match the whole.

RBX1-CUL1 inh,canonical_smiles
1,Cc1c(C(=O)N(C)C2CCS(=O)(=O)C2)nnn1-c1ccc(F)cc1 (configuration not stated)
-1,Cc1nn(CC(=O)NCc2ccc(OC(C)C)cc2)c(=O)c2c(C)n(-c3ccc(Cl)cc3)nc12
-4,CSc1ccc(CCNC(=O)CCc2c(C)nc3cc(-c4ccccc4)nn3c2C)cc1
-13,Cc1ccc(C)c(N2CCN(S(=O)(=O)c3cn(C)c(C)n3)CC2)c1
-1,O=C(CSc1nc2sc3c(c2c(=O)n1-c1ccc(Cl)cc1)CCCC3)N1CCOCC1
5,O=C1C=CC=CC(C(=O)/C=C/c2cccc(Cl)c2Cl)C1=O (configuration not stated)
-2,CC(C)(c1cc(Br)c(OCC2CO2)c(Br)c1)c1cc(Br)c(OCC2CO2)c(Br)c1 (configuration not stated)
-9,COc1cc(C=C2C(=O)NC(=S)NC2=O)ccc1OC(F)F
0,CN(C)S(=O)(=O)N1CCC(C(=O)Nc2cccc(Cl)c2Cl)CC1
-3,CCOC(=O)N1CCC(N2CCCC(CO)(CCc3ccccc3)C2)CC1 (configuration not stated)
4,CCn1nc(C)c(/C=N\NC(=O)c2cccc(OC)c2)c1C
-8,O=C(CC(Nc1ccc(Cl)cc1Cl)C(=O)O)c1ccccc1 (configuration not stated)
10,COCCN1CCC(CN(Cc2ccncc2)Cc2cccc3nonc23)CC1
2,N#CC(C(=O)OCc1ccccc1)c1nc(-c2ccccc2)cc(-c2ccccc2)n1 (configuration not stated)
-4,COC(=O)c1c(NC(=O)COc2cccc(C)c2)sc2c1C(C(=O)OC)CC2 (configuration not stated)
7,C=CCn1c(SCC(=O)NCCCN2CCOCC2)nc2sc(C)c(C)c2c1=O
-3,CCOC(=O)C1C(CN2CCN(c3ccccc3OC)CC2)=NC(=O)NC1c1ccccc1 (configuration not stated)
0,O=C(NCc1ccncn1)C1CCCN(c2nc(-c3ccccc3)nc3c2CCC3)C1 (configuration not stated)
1,Cc1c(CNCCCc2ccccc2)c(C(=O)O)c(C)n1Cc1cccc(Cl)c1
0,COc1ccc(Cn2c(CNC(=O)c3ccc(N(C)C)cc3)nc3cccnc32)cc1
2,C=CCn1c(SCC(=O)Nc2sccc2C#N)nc2sc3c(c2c1=O)CCCC3
-3,Cc1ccc(-c2nc3nc(C)cc(C)n3c2Nc2ccc3c(c2)OCCO3)cc1
0,CCn1c(=O)c(=O)n(CC)c2cc(S(=O)(=O)Nc3ccc(C)cc3)ccc21
5,COc1ccc(C(=O)N2CC(=O)Nc3ccc(Br)cc3C2c2ccc(F)cc2)cc1OC (configuration not stated)
7,CCCCOc1cccc(C(=O)Nc2cccc(-c3nc4ncccc4o3)c2C)c1
1,CC(=O)C1C(=O)C=C(C)OC1=Nc1cc(Cl)ccc1C (configuration not stated)
3,COc1cc(C(=O)Nc2cc(Cl)ccc2Cl)ccc1NC(=O)c1ccc(Br)cc1
5,COCCCNS(=O)(=O)c1cc(C)ccc1OC
-3,Cc1nc2sc3c(c2c(=O)n1NC(=O)CC12CC4CC(C1)CC(n1ncnn1)(C4)C2)CCCC3
-5,COc1ccc(N2CCN(C(=O)C3Cc4ccccc4N3C(C)=O)CC2)cc1 (configuration not stated)
10,CC(C)c1ccc(-c2noc(SCC(=O)N3CCCCC3C)n2)cc1 (configuration not stated)
0,CCOc1ccccc1N(CC(=O)Nc1cccc(N(C)S(C)(=O)=O)c1)S(=O)(=O)c1ccc(C)cc1
2,Cc1ccc(C(=O)Nc2nc3nc(-c4ccccc4)cc(=O)n3[nH]2)cc1
-4,CCn1c(CN2CCC(C)CC2)nc2cc(NC(=O)COc3ccc([N+](=O)[O-])cc3)ccc21
2,COC(=O)N/N=C\c1cn[nH]c1-c1ccc(OC)cc1
-4,O=C(CCC1CCN(C(=O)C2(N3CCCC3)CCCC2)CC1)Nc1ccccc1
-16,COc1cccc(C(=O)Nc2ccc(-c3cc4ccccc4oc3=O)cc2)c1
3,Cc1cc2c(cc1S(=O)(=O)N1CCCCC1)OCC(=O)N2
-9,Cc1cc(C)c(NC(=O)Cn2c(=O)n(Cc3ccc4c(c3)OCO4)c(=O)c3ccccc32)c(C)c1
-2,COCCn1c(=O)c2c(nc3oc(-c4ccccc4)cn32)n(C)c1=O
6,Cc1cccc(NC(=O)CN(C)S(=O)(=O)c2ccc3c(c2)CCC(=O)N3)c1C
6,CC1C(=NC(=O)c2nn3c(C(F)(F)F)cc(-c4ccccc4)nc3c2Cl)C(=O)N(c2ccccc2)N1C (configuration not stated)
7,O=S(=O)(c1cccc(-c2csc(-c3ccccc3)n2)c1)N1CCCCC1
10,COc1ccccc1OC(=O)C1CC1
0,CCCc1cc(=O)[nH]c(SCC(=O)N2CCN(c3ccccc3)CC2)n1
-5,Cc1ccc(S(=O)(=O)NCCc2ccc(S(N)(=O)=O)cc2)cc1
5,O=C1NC(=S)N(c2ccccc2)C(=O)/C1=C/c1cccn1-c1ccc(Br)cc1
-3,COc1ccc(/C=C/C(=O)Nc2ccc(OC)c(OC)c2)cc1OC
-4,O=C(Cc1ccc(Br)cc1)NCC1CCCO1 (configuration not stated)
11,Cc1nc2cc(NC(=O)CNS(=O)(=O)c3ccc(C(C)(C)C)cc3)ccc2s1
-11,CCOc1ccc(NC(=O)c2sc3nc4c(c(-c5ccc(C)o5)c3c2N)CCCC4)cc1
-4,OC(COc1cccc(CNCC2(O)CCCCC2)c1)CN1CCOCC1 (configuration not stated)
8,Cc1nc(-c2ccc(N3CCC(NCCC(F)(F)F)CC3)cc2)cs1
0,COCCn1ccc(-c2cccc(-c3nc(C)cnc3C)c2)n1
-4,COCCn1c(=O)c2c(nc3n(-c4cccc(C)c4)c(C)c(C)n23)n(C)c1=O
-5,CCC(=O)N1c2ccccc2CC1C(=O)NCCN1CCN(c2ccccc2F)CC1 (configuration not stated)
3,O=c1c2c3c(sc2nc2n1N=C(c1cccs1)CS2)CCCC3
-10,Cn1c(=O)c2c(nc3n(C)c(C(C)(C)C)cn23)n(C)c1=O
1,CCOC(=O)C(NC(=O)CC)(Nc1cccc(C)n1)C(F)(F)F (configuration not stated)
1,Cc1cccc(C(C2C(=O)CCCC2=O)C2C(=O)CCCC2=O)c1

Structural class, the entries above containing fluorine
RBX1-CUL1 inh,canonical_smiles
1,Cc1c(C(=O)N(C)C2CCS(=O)(=O)C2)nnn1-c1ccc(F)cc1 (configuration not stated)
-9,COc1cc(C=C2C(=O)NC(=S)NC2=O)ccc1OC(F)F
5,COc1ccc(C(=O)N2CC(=O)Nc3ccc(Br)cc3C2c2ccc(F)cc2)cc1OC (configuration not stated)
6,CC1C(=NC(=O)c2nn3c(C(F)(F)F)cc(-c4ccccc4)nc3c2Cl)C(=O)N(c2ccccc2)N1C (configuration not stated)
8,Cc1nc(-c2ccc(N3CCC(NCCC(F)(F)F)CC3)cc2)cs1
-5,CCC(=O)N1c2ccccc2CC1C(=O)NCCN1CCN(c2ccccc2F)CC1 (configuration not stated)
1,CCOC(=O)C(NC(=O)CC)(Nc1cccc(C)n1)C(F)(F)F (configuration not stated)

Remaining list, next part:
RBX1-CUL1 inh,canonical_smiles
9,Cc1c(-c2nnnn2-c2ccc(I)cc2)cnc2ccccc12
2,COC1(OC)C2(Cl)C(Cl)=C(Cl)C1(Cl)C1C(=O)N(CCc3ccccc3)C(=O)C12 (configuration not stated)
5,CCN(CC)S(=O)(=O)c1ccc2c(c1)N(CC(=O)NCCCN1CCN(c3ccc(OC)cc3)CC1)C(=O)CO2
2,COc1ccccc1CNC(=O)CCS(=O)(=O)c1ccc2c(c1)CC(C)N2C(=O)C1CC1 (configuration not stated)
3,Cc1ccc(Nc2nnc(-c3ccc(C)c(S(=O)(=O)N4CCOCC4)c3)c3ccccc23)c(C)c1
3,COc1ccc(/C=C/c2nn3c(-c4ccccc4Cl)nnc3s2)cc1
8,CC1(C)CC(=O)C2(OC3=C(C(=O)CC(C)(C)C3)C2c2ccccc2OC(=O)c2ccccc2)C(=O)C1 (configuration not stated)
1,CCOc1ccc(NC(=O)N=C2CNC(=O)NC2=O)cc1
0,Cc1ncc2c(c1-c1noc(CCCc3c[nH]c4ccccc34)n1)CCNC2
3,COCC(=O)N1CCC(Oc2ccc(C(=O)NCc3csc(C(C)C)n3)cc2)CC1
13,COc1ccccc1C(=O)Nc1ccc(OCc2cc(=O)n3cc(C)sc3n2)cc1
5,CCN(CC)CC(=O)Nc1sc2c(c1C#N)CCC(C)C2 (configuration not stated)
-4,C=CCc1cc(/C=C2\C(=O)N(c3ccccc3)N=C2C)cc(OCC)c1OCC
-7,Fc1cccc(Nc2nc3cccnc3s2)c1
-2,CCC(=O)N1CCc2cc(S(=O)(=O)NC(Cc3ccccc3)C(=O)NCc3ccccc3)ccc21 (configuration not stated)
3,CCCCc1ccc(-c2csc3c2C(=O)NC(c2cnn(CC)c2C)N3)cc1 (configuration not stated)
0,CCn1ccnc1CN1CCC(C2CCN(CC(C)(C)C)C2)CC1 (configuration not stated)
6,COc1cc(S(=O)(=O)n2c(C)nc3ccccc32)ccc1Br
9,O=C(O)c1cnc2sccn2c1=O
4,CCOC(=O)C1C(=O)/C(=C/c2cc(C)n(-c3ccccc3)c2C)SC1=Nc1ccc(OC)cc1 (configuration not stated)
8,COc1ccc(-n2ccnc(NCc3ccccc3OC)c2=O)cc1
-7,C/C(=N\NC(=O)c1ccn(C)n1)c1ccco1
7,Cc1cc(C)n(-c2ccc(NC(=O)C3CCCCN3C(=O)c3ccc[n+]([O-])c3)cc2)n1 (configuration not stated)
3,CC1CCN(S(=O)(=O)c2ccc(Cl)c(C(=O)Nc3cccc(C(=O)O)c3)c2)CC1
-4,CCOC(=O)c1c(NC(=O)C(C)N(c2ccccc2)S(C)(=O)=O)sc2c1CCCC2 (configuration not stated)
5,COc1ccc(C2CC(c3cccc4ccccc34)=NN2C(=O)CN2N=NC3C(=O)N(c4cccc(F)c4)C(=O)C32)cc1 (configuration not stated)
-8,Cc1ccc(-c2noc(CSc3nnc(-c4ccc(Cl)cc4)n3C)n2)cc1
-2,C=CCNc1sc(C(=O)OCC)c(C)c1C(C)=O
-8,CCOC(=O)N1CC=C2C(C#N)C(=N)C(C#N)(C#N)[C@H](c3ccccc3OCC)[C@H]2C1 (some centres not stated)
0,c1ccc(-c2n[nH]c3ccccc23)cc1
1,COc1ccc(S(=O)(=O)Oc2ccc3c(C)cc(=O)oc3c2)cc1
-7,C=CCN1C(=O)C(CC(=O)Nc2ccc(Cl)cc2)SC1=NS(=O)(=O)c1cccs1 (configuration not stated)
2,CCNCc1cc(Br)c(OCC(=O)Nc2ccccc2)c(OC)c1
8,C/C(=N\OCC(=O)N(Cc1ccccc1)c1ccccc1C(=O)O)c1cccs1
1,COc1ccc(CN2CCC(OC)CC2)c(OCC(O)CN2CCN(C)CC2)c1 (configuration not stated)
6,O=S(=O)(NCC1CCCO1)c1ccc(OC(F)(F)F)cc1 (configuration not stated)
10,COCCNC(=O)CCSc1nc(-c2ccc3c(c2)OCO3)cc(C(F)(F)F)n1
7,CCOC(=O)c1cc(OC(=O)c2ccccc2Cl)n(-c2ccccc2)n1
-2,CCCCS(=O)(=O)Nc1ccccc1I
-4,COc1cc(/C=C/C(=O)n2cnnc2SCC(=O)c2ccccc2)ccc1S(=O)(=O)N1CCCCC1
11,c1ccc(-c2ccc(-c3nnc(-c4ccccn4)o3)cc2)cc1
-5,CCCOCc1cc(CN2CCN(c3cccc(Cl)c3)CC2)c(O)c2ncccc12
-5,COc1ccc2c(c1)SC(C)CC2=O (configuration not stated)
12,Cc1cc(C)nc(SCC(=O)Nn2cnnc2)n1
5,Cc1ccc(N2CC(NC(=O)c3ccccc3C(F)(F)F)CC2=O)cc1C (configuration not stated)
0,Nc1nc(SCc2ccc3c(c2)OCCO3)n[nH]1
-11,Cc1ccc(OCCn2c(CNc3cccc(C)c3)nc3ccccc32)cc1
3,Cc1ccc(-c2nc(=S)c3c(n2CCCO)CCCC3)cc1
7,Cc1cccc(N2CCN(CC(=O)Nc3ccc(F)cc3)CC2)c1C
-4,Cc1cc2c(cc3c(SCc4cccc(F)c4)nnc(C)n32)o1
9,COc1ccccc1-c1noc(-c2ccc(NCc3cccnc3)c([N+](=O)[O-])c2)n1
6,Cc1nn(-c2ccccc2)c(N=Cc2cccs2)c1-c1ccccc1
-4,CC(NC(=O)c1ccc(Cn2c(SCc3ccccc3)nc3cccnc32)cc1)c1ccccc1 (configuration not stated)
4,CCC(=O)N1c2ccccc2-c2nnc(SC)nc2OC1c1ccc(OC)cc1 (configuration not stated)
2,COc1ccccc1/C=C1/N=C(c2ccccc2)N(c2ccc(C)cc2)C1=O
-1,Cc1ccc(NS(=O)(=O)c2ccc3ccccc3c2)cc1Cl
-6,O=S(=O)(NCC(c1ccco1)N1CCN(c2ccccc2)CC1)c1cc(F)ccc1F (configuration not stated)
-1,CC1=Nc2cc(C(=O)N3CCC(C)CC3)ccc2Sc2ccc(Cl)cc21
2,CSc1nc(C(=O)N2CCC(C3CCN(CC(C)C)CC3)C2)cs1 (configuration not stated)
2,COc1ccc(C(=O)Oc2ccc(C(C)=O)cc2)cc1
-6,Cc1oc2c(c1C(=O)Nc1ccc(F)c(F)c1)C1=NCCN1C=N2
-7,CCOC(=O)c1ccc(N=C2S/C(=C/c3cc4c(cc3C)OCO4)C(=O)N2C)cc1

Of the compounds above, these have a COOH group:
RBX1-CUL1 inh,canonical_smiles
-8,O=C(CC(Nc1ccc(Cl)cc1Cl)C(=O)O)c1ccccc1 (configuration not stated)
1,Cc1c(CNCCCc2ccccc2)c(C(=O)O)c(C)n1Cc1cccc(Cl)c1
9,O=C(O)c1cnc2sccn2c1=O
3,CC1CCN(S(=O)(=O)c2ccc(Cl)c(C(=O)Nc3cccc(C(=O)O)c3)c2)CC1
8,C/C(=N\OCC(=O)N(Cc1ccccc1)c1ccccc1C(=O)O)c1cccs1
